RAD52 anneal inh = RAD52 DNA annealing inhibitors, primary screen, biochemical, FRET, single point, set 2; DNA repair protein RAD52 homolog (Homo sapiens), P43351; recombinant RAD52 DNA annealing, FRET fluorescence; inhibition, % at 18.7 µM; 360,000 compounds, 0.46% hits; AID 651710, 2012;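 active = every replicate showing at least 50% inhibition; inconclusive = mean inhibition at least 50% but not in every replicate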
Target sequence (P43351 whole entry, looked up): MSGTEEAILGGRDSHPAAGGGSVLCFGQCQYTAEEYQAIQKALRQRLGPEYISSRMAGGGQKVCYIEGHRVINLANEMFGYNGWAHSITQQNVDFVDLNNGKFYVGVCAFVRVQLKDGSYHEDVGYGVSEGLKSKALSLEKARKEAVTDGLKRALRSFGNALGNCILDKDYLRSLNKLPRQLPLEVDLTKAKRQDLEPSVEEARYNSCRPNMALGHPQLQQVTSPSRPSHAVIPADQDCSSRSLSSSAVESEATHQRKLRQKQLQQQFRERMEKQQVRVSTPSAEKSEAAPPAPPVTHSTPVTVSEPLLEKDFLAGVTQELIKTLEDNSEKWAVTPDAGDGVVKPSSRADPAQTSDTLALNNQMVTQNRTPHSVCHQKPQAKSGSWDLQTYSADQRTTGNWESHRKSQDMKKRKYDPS
XiGFP reactiv = activators of inactive X chromosome reactivation, primary screen, imaging, XiGFP fibroblasts, GFP high-content imaging, set 2. XiGFP mouse fibroblasts, % GFP-positive cells imaging, 3 d; cells co-treated with 5-aza-dC sensitizer; scaled so ellipticine positive control = 100%. 360,000 compounds, 0.055% hits. activation, % at 7.58 µM;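 active = mean normalized replicate activation at least 10% and every replicate at or above 10%; inconclusive = only one of the two criteria met; inactive = mean below 10% and not all replicates reach 10%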;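 note: 0% = median of on-plate neutral control wells and 100% = ellipticine 6 µM median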
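material = 68-5-11 XiGFP fibroblast line | medium = DMEM plus 5-aza-dC sensitizer | schedule = 3 days compound exposure | benchmarks = positive control ellipticine, 6 µM final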
GSIS activator = GLuc luminescence reporter in INS-1E cells, primary screen for activators of glucose-dependent secretion of insulin. INS-1E GLuc reporter insulin secretion, 2-3 h. activation, % at 16.6 µM. 370,000 compounds, 0.61% hits. AID 743287, 2014;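 active = lowest replicate activation of at least 40%, so every replicate reaches that level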;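 note: 0% = median of neutral control wells and 100% = median of IBMX positive control wells; some compounds called inactive have numbers as strong as hits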
F508del corr = F508del CFTR correction, initial screen, CFBE line, single point; CFBE cells, YFP halide quenching; stimulated with forskolin plus potentiator P3; % fluorescence drop versus neutral controls; activity (quench increase), % at 7.58 µM; AID 720511, 2013; 350,000 compounds, 0.36% hits;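 active = mean added fluorescence quench of at least 8% versus neutral control, with both replicates also reaching 8%; inconclusive = only one of the mean or replicate conditions met; inactive = mean below 8% and not both replicates reaching 8%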;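 note: cells transiently co-express mutant CFTR-F508del with the halide-sensitive YFP; corrector assay measuring rescue of mutant channel to the surface after 24 h compound exposure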
DENV2 CPE = inhibitors of DENV2 cytopathic effect, primary screen, cell-based, plate reader, single concentration | DENV2-infected cells, cytopathic effect rescue | AID 651640, 2012 | CPE inhibition, % at 9.99 µM | 350,000 compounds, 1.7% hits; in the data active = CPE inhibition above about 20%, passing the limit was not always enough; inconclusive = no clear call, values can overlap the other calls; tested in BHK-21 cells;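 note: 0% = median of neutral control wells and 100% = median of positive control wells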
Casp6 inh = human caspase-6 inhibitors, primary screen, biochemical, VEID-R110 fluorescence, single point, set 2. P55212. purified caspase-6, Z-VEID-R110 cleavage fluorescence. 350,000 compounds, 0.53% hits. AID 686996, 2013. inhibition, % at 12.5 µM;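 active = mean inhibition across replicates at least about 35%, with every replicate also reaching that limit, limit read from the data; inconclusive = only one of the two criteria met; inactive = neither criterion met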;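 note: 0% = median of neutral control wells and 100% = no fluorescence left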
E-sel inducer = E-selectin induction in HUVECs, primary screen, imaging, HUVEC, immunofluorescence imaging, single point | P16581 | normalized: neutral wells 0, TNF-alpha wells 100 | activation, % at 7.58 µM | 260,000 compounds, 0.37% hits | AID 686992, 2013;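 active = mean E-selectin-positive cell signal at least 10% of the positive control, reached in at least 60% of replicates, without over 20% cell loss; inconclusive = no rule given, readout overlaps actives, possibly toxicity-flagged; inactive = the rest, including those meeting only one limit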;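 note: in these data hits start at about 27%; measured in HUVEC primary endothelial cells; signal is the percent of cells scored E-selectin positive by PE staining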
Target sequence (P16581 whole entry, looked up): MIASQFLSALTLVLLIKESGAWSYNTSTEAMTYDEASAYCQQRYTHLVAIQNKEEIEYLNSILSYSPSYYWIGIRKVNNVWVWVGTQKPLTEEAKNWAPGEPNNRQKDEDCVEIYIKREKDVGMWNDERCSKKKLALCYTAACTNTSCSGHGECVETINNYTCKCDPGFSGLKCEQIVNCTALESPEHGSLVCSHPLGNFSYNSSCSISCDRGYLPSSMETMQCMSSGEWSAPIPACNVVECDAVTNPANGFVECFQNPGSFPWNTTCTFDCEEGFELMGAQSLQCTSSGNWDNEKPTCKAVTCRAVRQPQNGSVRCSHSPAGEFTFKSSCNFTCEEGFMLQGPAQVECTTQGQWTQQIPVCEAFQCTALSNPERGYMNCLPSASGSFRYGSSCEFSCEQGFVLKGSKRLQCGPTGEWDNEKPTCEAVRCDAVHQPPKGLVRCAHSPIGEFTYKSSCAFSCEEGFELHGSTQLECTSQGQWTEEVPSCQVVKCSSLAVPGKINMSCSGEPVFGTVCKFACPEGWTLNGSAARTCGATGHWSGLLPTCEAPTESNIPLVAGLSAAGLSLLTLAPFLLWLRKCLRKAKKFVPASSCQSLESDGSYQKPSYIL
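Test system: HUVEC | Signal: Immunofluorescence imaging | Read-out: Percent E-selectin-positive cells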
RAD54 branch = inhibitors of human RAD54 branch migration, primary screen, biochemical, fluorescence, single point. 360,000 compounds, 0.14% hits. DNA repair and recombination protein RAD54-like (Homo sapiens), Q92698. inhibition, % at 10.4 µM. RAD54 Holliday junction branch migration, FAM/BHQ fluorescence. AID 602329, 2012;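 active = mean normalized replicate activity at least 40 and at least half of replicates scoring 40 or more; inconclusive = only one of the two criteria met; inactive = mean below 40 and under half of replicates reaching 40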;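 note: 0% = median of neutral control wells and 100% = median of positive control wells; inhibitors cause a drop in the FAM fluorescence signal; in these data hits start at about 50%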
An asterisk follows results filed as active; ? = inconclusive; . = no result given; & = joins results of further samples.

SMILES | RAD52 anneal inh | XiGFP reactiv | GSIS activator | F508del corr | DENV2 CPE | Casp6 inh | E-sel inducer | RAD54 branch
CCOC(=O)CCCCCC(=O)Nc1ccc2c(c1)CC(=O)N([C@@H](C)CO)C[C@H](C)[C@@H](CN(C)C(=O)Nc1ccc3c(c1)OCO3)O2 | -18.6 | -0.2 | -6.5 | 1.6 | 45.9* | 0.9 | 0.2 | -4.9
COc1ccc(NC(=O)C2C3C=CC4(O3)C2C(=O)N(CCN2CCCCC2)C4C(=O)NC2CCCCC2)cc1 (stereo not drawn) | -3.4 | 0.0 | 7.0 | 1.3 | 6.7 | -2.6 | . | 1.7
COC(=O)c1ccc(CNc2ccc(C(C)=O)cc2)cc1 | -0.7 | 0.1 | 3.9 | -0.8 | 3.0 | 4.0 | 0.0 | 5.9
CCc1nc2c(OCc3ccc(Cl)cc3Cl)cccn2c1N(C)C(C)=O | 8.1 | 0.0 | -10.4 | -2.0 | -5.1 | 2.3 | -0.1 | 10.9
COc1ccc2c3c(n(C)c2c1)[C@H](CO)N(C(=O)CN(C)C)CC31CCN(C(=O)NC(C)C)CC1 | 5.8 | 0.4 | 10.9 | -2.0 | -11.0 | -3.1 | 0.4 | .
Cc1ccc(C(c2nnnn2CC2CCCO2)N2CCN(C)CC2)cc1 (stereo not drawn) | -13.0 | 0.6 | -10.1 | 2.6 | 4.0 | 1.1 | 4.1 | -2.6
O=C(NCc1ccccc1CN1CCCC1)c1ccc(OCc2cscn2)cc1 | -44.8 | -0.1 | -13.8 | -2.2 | 0.2 | -5.4 | 2.2 | -6.0
COc1ccc(NS(=O)(=O)c2cccc(C(=O)NN=Cc3ccc(OC)c(O)c3)c2)cc1 | -7.6 | -0.1 | . | 1.9 | -3.8 | -1.0 | . | -1.1
CC(NC(=O)c1ccc(N(C)C)c([N+](=O)[O-])c1)c1ccc(-n2ccnc2)cc1 (stereo not drawn) | -4.0 | 0.0 | -9.4 | -1.1 | -4.5 | -79.3 | . | -7.7
COc1ccccc1C(=O)NC1CC2CCCC(C1)N2Cc1ccccc1 (stereo not drawn) | -3.8 | -0.1 | . | 3.3 | -0.9 | -3.1 | 0.0 | -6.5
C[C@@H]1CN([C@@H](C)CO)C(=O)CCCn2nncc2CO[C@H]1CN(C)Cc1ccc2c(c1)OCCN2C | 23.6 | 0.0 | 3.2 | 4.4&-3.4 | -4.7 | 0.3 | -0.5 | 3.2
Cn1c(SCC(=O)N2c3ccccc3Sc3ccc(Cl)cc32)nnc1-c1ccco1 | -6.2 | . | -5.8 | 0.9 | 3.4 | -1.5 | . | 9.5
O=C(NCCN1CCOCC1)c1c(Cl)cccc1Cl | -4.3 | 0.0 | 24.9 | -0.4 | -1.9 | -2.4 | 0.0 | -10.0
COCC#Cc1cnc2c(c1)C(=O)N([C@H](C)CO)C[C@@H](C)[C@@H](CN(C)C(=O)c1ccc3c(c1)OCO3)O2 | -2.7 | -0.5 | 8.4 | 3.5 | -3.4 | -0.2 | -0.3 | 1.8
CC(C)=CCN1CCN(Cc2cccn2-c2nccs2)CC1CCO (stereo not drawn) | -17.4 | . | 18.0 | -0.1 | . | -3.2 | -0.1 | .
O=C(C[C@@H]1CC[C@@H]2[C@H](COC[C@@H](O)CN2Cc2ccccc2)O1)N1CCOCC1 | 1.4 | 0.0 | -1.0 | -3.4 | 2.2 | -0.8 | 0.0 | -5.3
COCC(C)NC(=S)NC(=O)c1cc(S(=O)(=O)N2CCOCC2)ccc1C (stereo not drawn) | -10.5 | 0.3 | 5.3 | 1.0 | 4.5 | 2.7 | . | .
Cc1ccc2c(c1)N(Cc1ccc3c(c1)OCO3)C(=O)C(C)O2 (stereo not drawn) | -3.1 | . | -22.6 | 5.0 | -4.2 | 3.1 | . | -4.8
CCc1ccccc1NC(=O)C1CCN(C(=O)c2ccc([N+](=O)[O-])cc2)CC1 | -7.2 | 0.1 | -8.3 | . | 12.6 | 3.6 | . | 1.5
COc1cc(OC)cc(C(=O)OCC(=O)NCc2ccco2)c1 | -20.6 | 0.2 | 2.9 | 1.0 | -3.8 | 9.9 | 0.8 | -2.4
O=C(C[C@@H]1C=C[C@H](NC(=O)c2ccccc2)[C@H](CO)O1)Nc1ccc(-c2ccccc2)cc1 | -9.5 | 0.0 | -14.2 | -0.8 | -3.0 | 1.1 | 1.5 | -3.7
CC1CCN(C(=O)c2ccccc2NC(=O)Nc2ccccc2)CC1 | -10.3 | -0.1 | -16.2 | -1.2 | -2.1 | -1.1 | 0.2 | -0.2
COC(=O)c1ccccc1NC(=O)COC(=O)/C=C/c1ccco1 | -15.2 | 0.0 | -4.3 | -2.3 | 13.8 | -1.9 | 0.5 | -4.7
CC(C)Cc1cc(CN2CCCC(CO)(Cc3cccc(Cl)c3)C2)[nH]n1 (stereo not drawn) | -47.7 | 0.0 | -30.8 | 0.6 | 1.7 | 0.3 | . | .
Cc1[nH]c2ccccc2c1C(=O)CSc1ccc(F)cc1 | -28.3 | 0.0 | -0.7 | . | -3.6 | 3.6 | . | 5.7

(listing goes on)
SMILES | RAD52 anneal inh | XiGFP reactiv | GSIS activator | F508del corr | DENV2 CPE | Casp6 inh | E-sel inducer | RAD54 branch
CCCC#Cc1ccc([C@@H]2[C@H](CO)N3C(=O)CN(C(=O)c4ccccc4)C[C@@H]23)cc1 | -0.1 | 0.3 | -4.4 | 2.2 | 3.7 | 0.9 | 0.5 | .
O=C(Nc1ccccc1)C1Cc2c(-c3ccco3)ccnc2O1 (stereo not drawn) | -15.7 | 0.2 | -2.4 | 1.5 | -1.0 | 1.3 | 2.7 | -4.5
CCC(=O)N1[C@@H]2CN(S(=O)(=O)c3ccc(F)cc3)c3ccccc3[C@@H]2[C@@H]1CO | -12.4 | 0.0 | 0.3 | -1.4 | -15.8 | 1.4 | -0.1 | 2.6
C[C@H](CO)N1C[C@H](C)[C@@H](CN(C)S(C)(=O)=O)Oc2c(NC(=O)c3cnccn3)cccc2C1=O | 3.9 | 0.2 | 21.6 | -3.0 | -0.7 | . | -2.9 | 1.1
COc1ccc(Cl)cc1NC(=O)CN(C)C(=O)CCCc1c[nH]c2ccccc12 | -13.2 | 0.0 | 5.1 | 0.9 | -0.3 | -0.6 | 0.8 | -0.5
S=C(NCCN1CCOCC1)Nc1ccc(-c2nc3ccccc3[nH]2)cc1 | -22.6 | 0.1 | 2.9 | -0.7 | -0.2 | -2.3 | 2.2 | .
COC(=O)c1sc(NC(=O)c2c(OC)cccc2OC)c(C#N)c1C | -4.2 | 0.0 | -4.4 | 1.5 | 8.7 | 0.4 | -0.6 | 12.2
COc1ccc(C(CNC(=O)COc2ccccc2)N2CCCCC2)cc1 (stereo not drawn) | -24.1 | -0.1 | -16.1 | 0.6 | -5.2 | -2.1 | -0.2 | -4.0
O=C(NCc1ccc(F)c(F)c1)c1ccc(-c2ccc(F)c(F)c2)c2ccoc12 | -16.5 | 0.0 | 1.0 | -0.8 | ? | 1.1 | -0.1 | -3.3
Cc1ccc(NS(=O)(=O)c2ccc3c(c2)NC(=O)CO3)cc1Cl | -19.8 | 0.0 | 5.8 | -3.8 | -2.0 | 7.1 | 0.1 | -4.9
Brc1ccc(-c2ccc(/C=N/Nc3nc(N4CCOCC4)nc(N4CCOCC4)n3)o2)cc1 | -24.8 | 0.3 | -21.9 | -2.9 | . | 1.4 | 9.8 | 6.6
N#Cc1cccc(NC(=O)CCN2C(=O)C3CCCCC3C2=O)c1 (stereo not drawn) | -15.3 | 0.0 | 7.9 | -1.2 | 3.2 | 1.0 | 1.4 | -5.0
CCOC(=O)C[C@H]1c2ccc(C(F)(F)F)cc2S(=O)(=O)N1C(C)C | -12.4 | -0.1 | -2.8 | -2.1 | -8.5 | -0.6 | -0.1 | -9.3
Cc1ccc(N(C)S(=O)(=O)c2cc(-c3cnc(C4CC4)o3)ccc2C)cc1 | -10.1 | 0.0 | -30.2 | -1.5 | 7.0 | 2.2 | . | -5.0
O=C(CSc1nc2ccc(F)cc2c(=O)n1-c1ccccc1)Nc1ccc2c(c1)CCC2 | -9.9 | 0.2 | 11.5 | -0.5 | 3.1 | -1.2 | ? | 2.0
CC(=O)c1c(C(=O)O)[nH]c(C(=O)O)c1C | -8.0 | 0.1 | 2.6 | 3.5 | -1.3 | 1.0 | . | .
S=C(Nc1ccc(Nc2ccccc2)cc1)NN1CCOCC1 | -5.1 | 0.2 | -6.1 | -0.3 | 4.3 | -5.5 | . | .
CO[C@H]1CN(C)C(=O)c2cc(NC(=O)c3cnccn3)ccc2OC[C@H](C)NC[C@H]1C | -23.1 | 0.0 | 4.6 | 3.1 | 26.8* | -1.7 | 0.0 | 0.6
CCCCn1c(N)c(N(CCOC)C(=O)c2cccc(S(=O)(=O)N3CCCCCC3)c2)c(=O)[nH]c1=O | -1.1 | 0.0 | 5.2 | 2.7 | 8.2 | 1.7 | 0.1 | .
O=C(Nc1ccn(CCCNCCCN2CCCC2=O)c(=O)n1)OCc1ccccc1 | -11.0 | 0.0 | 18.6 | -0.9 | 16.5 | -2.2 | 0.1 | -5.3
C[C@H]1CN([C@@H](C)CO)C(=O)Cc2cc(NC(=O)Nc3ccccc3)ccc2O[C@H]1CN(C)C(=O)NC1CCCCC1 | -8.3 | -1.2 | -24.2 | 1.1 | 4.0 | 2.0 | -0.1 | -8.7
COCCCNC(=O)CNC(=S)N(Cc1ccccc1)Cc1cccnc1 | -2.8 | 0.0 | -4.7 | 1.1 | . | 3.8 | 0.5 | -6.5
CCCCSCCCNC(=O)c1cn(C)c2ccc(S(=O)(=O)N3CCCC3)cc2c1=O | -8.4 | 0.1 | 11.2 | 0.8 | 2.0 | -1.7 | . | -1.9
CO[C@@H]1CN(C)C(=O)c2ccc(NC(=O)C3CC3)cc2OC[C@@H](C)NC[C@@H]1C | -12.9 | 0.3 | 13.8 | -1.0 | 1.7 | 1.8 | 0.0 | -11.0
CCN(CC(=O)Nc1ccccc1OC)CC(=O)Nc1ccccc1C(F)(F)F | -3.9 | 0.2 | 9.1 | 0.3 | -5.7 | 0.2 | 6.3 | .
COC(=O)C1=C(C)NC(C)=C(C(=O)OC)C1C(=O)OCC(=O)NC1CCCCC1C (stereo not drawn) | -14.4 | 0.1 | 8.9 | 0.3 | -3.5 | 5.4 | 0.0 | 3.0

Nothing new here: entries from further up.
SMILES | RAD52 anneal inh | XiGFP reactiv | GSIS activator | F508del corr | DENV2 CPE | Casp6 inh | E-sel inducer | RAD54 branch
COc1ccc(C(CNC(=O)COc2ccccc2)N2CCCCC2)cc1 (stereo not drawn) | -24.1 | -0.1 | -16.1 | 0.6 | -5.2 | -2.1 | -0.2 | -4.0
O=C(NCc1ccc(F)c(F)c1)c1ccc(-c2ccc(F)c(F)c2)c2ccoc12 | -16.5 | 0.0 | 1.0 | -0.8 | ? | 1.1 | -0.1 | -3.3
Cc1ccc(NS(=O)(=O)c2ccc3c(c2)NC(=O)CO3)cc1Cl | -19.8 | 0.0 | 5.8 | -3.8 | -2.0 | 7.1 | 0.1 | -4.9

High-throughput results as filed in PubChem BioAssay.

An unsorted share of the library; any-hit rate near 3.7%.
